POLB inh: inhibitors of human DNA polymerase beta. Pol beta primer extension/strand displacement, fluorescence kinetic. Potency, µM (doses to about 114 µM), for the others: top-dose activity change, negative = inhibition, hits mostly inhibitors. 340,000 tested, 1.3% active. AID 485314; note: % is set by controls: 0 for no effect and ±100 for the full control effect
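Enzyme-only controls used 10 nM Pol beta; buffer lacking enzyme served as negative control. Compound preincubated 15 min, then 50 nM substrate added; 0 and 10 min reads at room temperature.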
G9a inh: blocks human histone lysine methyltransferase G9a | G9a H3K9 monomethylation, AlphaScreen, 2 h | Potency, µM (doses to about 102 µM), for the others: at the highest dose activity, negative = inhibition, most hits filed as inhibitors | 350,000 tested, 8.8% active; note: % is set by controls: 0 for no effect and ±100 for the full control effect; nearly all actives have a fitted effect of over 75% in size
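Chemiluminescent proximity detection of H3K9 monomethylation, read after 10 min bead incubation in the dark. Reaction: 20 nM G9a, 500 nM biotin-H3K9 peptide, 20 uM SAM cofactor, 2 h, room temperature, following 15 min enzyme-compound preincubation.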
Anesthetic bind: binds horse apoferritin like a general anesthetic. P02791. apoferritin/1-aminoanthracene competitive binding, fluorescence. Potency, µM (highest dose often 77.5 µM), for the others: at the top dose activity change, negative = displacement, hits mostly inhibitors. 350,000 tested, 0.074% active. AID 485281; note: % is set by controls: 0 for no effect and ±100 for the full control effect; nearly all actives have a fitted effect of over 20% in size
Target sequence (P02791 2-175 limits assumed): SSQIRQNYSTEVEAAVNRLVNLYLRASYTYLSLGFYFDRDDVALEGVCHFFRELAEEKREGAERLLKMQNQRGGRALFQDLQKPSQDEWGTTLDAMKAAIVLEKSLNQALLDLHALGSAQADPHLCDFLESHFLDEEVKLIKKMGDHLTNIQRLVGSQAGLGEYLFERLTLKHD
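Steps: apoferritin (10 uM) was premixed with half-saturated 1-AMA in PBS, compounds were pin-transferred, plates stood 10 min at room temperature, fluorescence was read at 380/535 nm, and curves were fitted with a Hill equation.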
BLM helicase inh: Bloom syndrome helicase (human) inhibition; P54132; recombinant BLM DNA unwinding, fluorescence dequenching; Potency, µM (doses to about 56.1 µM), for the others: at the top dose activity change, negative = inhibition, actives largely listed as inhibitors; 350,000 tested, 0.2% active; AID 2528;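 note: plate controls were vehicle for no effect and no enzyme for full effect; nearly all actives have a fitted effect of over 35% in size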
BAZ2B inh: blocks human BAZ2B. AlphaScreen BAZ2B-H3K14Ac peptide displacement. Potency, µM (series often up to 114 µM), for the others: at the highest dose activity change, negative = inhibition, most hits filed as inhibitors. 360,000 tested, 4.4% active; note: % is set by controls: 0 for no effect and ±100 for the full control effect; nearly all actives have a fitted effect of over 60% in size
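Inhibition is scored as reduced AlphaScreen emission. The BAZ2B/b-H3(5-23)K14Ac complex (50 nM each) in PBS pH 7.4, 0.01% Tween-20 meets compound (up to 110 uM) for 30 min at RT before bead addition.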
POLH inh: blocks human DNA polymerase eta activity; Q9Y253; recombinant Pol eta, fluorescent DNA replication assay; Potency, µM (doses to about 114 µM), for the others: at the highest dose activity change, negative = inhibition, most hits filed as inhibitors; 390,000 tested, 1.2% active; AID 588591; note: % is set by controls: 0 for no effect and ±100 for the full control effect
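Pol eta at 10 nM preincubated with compounds 15 min at room temperature; reaction started with fluorescent substrate (50 nM final) and read kinetically at 0 and 10 min.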
Pol iota inh: DNA polymerase iota (human) inhibition; Q9UNA4; Pol iota fluorescent replication assay, 10 min; AID 588590; Potency, µM (series often up to 115 µM), for the others: at the top dose activity, negative = inhibition, actives largely listed as inhibitors; 390,000 tested, 1% active
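Pol iota at 10 nM preincubated 15 min with compounds at room temperature; reaction started with fluorescent substrate, 50 nM final. Fluorescence read kinetically at 0 and 10 min; buffer-only wells as negative control.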
APE1 inh: blocks human APE1 abasic DNA cleavage; recombinant APE1, TAMRA/BHQ-2 abasic DNA cleavage fluorescence; P27695; Potency, µM (highest dose often 65.8 µM), without a hit: top-dose activity change, negative = inhibition, usual class: inhibitors; AID 2517; 350,000 tested, 0.35% active;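 note: plate controls were vehicle for no effect and reference inhibitor for full effect; nearly all actives have a fitted effect of over 55% in size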
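0.75 nM APE1 + cpd, 15 min RT; start w/ 50 nM TAMRA/BHQ-2 THF-abasic dsDNA; kinetic fluor 525/598 nm ×3 reads @60 s; Δ(read3−read1); normalized to DMSO and NSC13755 control wells.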
POLK inh: DNA polymerase kappa (human) inhibition. 400,000 tested, 0.53% active. purified Pol kappa, fluorescent DNA synthesis assay, 10 min. Potency, µM (doses to about 107 µM), inactives show top-dose activity, negative = inhibition, hits mostly inhibitors; note: % is set by controls: 0 for no effect and ±100 for the full control effect
Target sequence (Q9UBT6 whole entry, looked up): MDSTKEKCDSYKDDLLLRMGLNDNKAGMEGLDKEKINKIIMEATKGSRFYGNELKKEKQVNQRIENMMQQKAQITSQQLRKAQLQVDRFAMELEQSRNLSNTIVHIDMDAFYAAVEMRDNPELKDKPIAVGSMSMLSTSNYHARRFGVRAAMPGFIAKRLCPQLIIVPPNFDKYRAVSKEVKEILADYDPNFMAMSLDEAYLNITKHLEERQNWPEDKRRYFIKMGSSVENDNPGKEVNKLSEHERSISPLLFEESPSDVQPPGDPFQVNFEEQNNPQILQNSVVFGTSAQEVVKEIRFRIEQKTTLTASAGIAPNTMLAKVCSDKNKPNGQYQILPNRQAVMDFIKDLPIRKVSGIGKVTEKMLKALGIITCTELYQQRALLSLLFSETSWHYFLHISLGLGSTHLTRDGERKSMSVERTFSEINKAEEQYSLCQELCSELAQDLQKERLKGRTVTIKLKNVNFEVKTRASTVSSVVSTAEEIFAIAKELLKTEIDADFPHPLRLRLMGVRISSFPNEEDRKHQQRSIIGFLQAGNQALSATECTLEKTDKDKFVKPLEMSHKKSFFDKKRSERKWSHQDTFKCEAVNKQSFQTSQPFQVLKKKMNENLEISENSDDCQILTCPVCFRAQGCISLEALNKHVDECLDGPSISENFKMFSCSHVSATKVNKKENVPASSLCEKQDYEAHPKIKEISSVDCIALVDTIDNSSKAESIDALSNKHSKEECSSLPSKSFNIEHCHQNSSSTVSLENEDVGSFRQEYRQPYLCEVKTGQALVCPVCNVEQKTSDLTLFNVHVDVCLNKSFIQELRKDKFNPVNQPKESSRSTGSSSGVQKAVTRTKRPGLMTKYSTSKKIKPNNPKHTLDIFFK
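10 nM Pol kappa preincubated 15 min at room temperature with compounds, then reaction started with substrate at 50 nM final. Fluorescence read kinetically at 0 and 10 min; buffer-only wells served as negative control.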
Numbers without * were called inactive; ? = inconclusive; nt = no result given; [ ] = dose if it differs, or a comment. Calls come from the whole dose curve; as a rule, active = well fitted curve in the direction sought with a large enough effect; inconclusive = small, poorly fitted or top-dose-only effect, or another doubt; inactive = no such curve, though single readings can be large; an effect the other way counts as inactive or inconclusive. Potency is the fitted concentration of half-maximal effect. Only part of the results is shown; rates above refer to the full screens.

SMILES	POLB inh	G9a inh	Anesthetic bind	BLM helicase inh	BAZ2B inh	POLH inh	Pol iota inh	APE1 inh	POLK inh
COc1ccc(-c2cc(C3CCN(c4ncccc4[N+](=O)[O-])CC3)[nH]n2)cc1	4.4%	50.1µM*	?	-9.5%	?	2.0%	6.1%	-7.8%	-6.5%
CC(C)CCNC(=O)C1CCN(S(=O)(=O)c2ccc3c(c2)CC(C)N3C(=O)C2CCC2)CC1 (configuration not stated)	56.2µM*	nt	-13.6%	-2.9%	-4.6%	-10.0%	-1.7%	-7.6%	2.7%
Cc1ccc(NC(=O)CNC(=O)Cn2c(C)cc3ccccc3c2=O)cc1F	-2.5%	8.8%[59 µM]	4.5%	-2.4%	7.3%	-25.8%	22.7%	nt	3.4%
CCc1ccc(NC(=S)N2CCC(NC(=O)c3ccccc3OC)CC2)cc1	1.5%	-5.7%	-19.1%	-1.4%	-7.7%	-9.9%	43.1%[activator]	-6.5%	4.6%
COc1c2c(nc3ccccc13)O[C@H]([C@@](C)(O)CO)C2	nt	24.5%[21.5 µM]	-1.8%[29.3 µM]	5.0%[21.4 µM]	nt	nt	nt	2.0%[21 µM]	-6.6%[12 µM]
Cc1oc2c(c1C(=O)Nc1ccc(F)c(F)c1)C1=NCCN1C=N2	?	6.5%[59 µM]	2.3%	-0.7%	-10.8%	-11.1%	-13.6%	nt	0.0%
CC(OC(=O)/C=C/c1ccccc1Cl)C(=O)NC1CCCCC1C (configuration not stated)	nt	12.9%[59 µM]	nt	nt	0.0%	-9.9%	7.5%	-0.1%	-2.0%
CCc1nc(SCC(=O)O)c(C#N)cc1C	-1.7%	-5.8%[59 µM]	-13.5%	-2.9%	11.0%	-4.5%	-15.8%	17.9%	-5.0%
Cc1cccc(NC(=O)CSc2nc(=O)n3ccccc3n2)c1C	nt	9.4%	nt	nt	9.1%	-13.9%	55.5%[activator]	7.7%	-4.5%
O=C(N/N=C\c1cccnc1)c1ccc(Br)s1	16.9%	nt	-13.4%	-4.1%	-7.6%	-1.2%	8.0%	-0.3%	?
Cc1ccccc1/C=N/Nc1nc2ccccc2[nH]1	-0.3%	-39.7%	-14.0%	-4.1%	-29.1%	0.5%	12.7%	6.7%	-11.7%
CC(=O)Nc1cccc(C(=O)NC(C)c2ccc(-n3ccnc3)cc2)c1 (configuration not stated)	17.9%	44.7µM*	-3.9%	-0.1%	?	4.1%	-24.8%	70.9%[activator]	-5.7%
CC(C)[C@H](NC(=O)NCc1ccc(F)cc1)C(=O)O	-20.5%	?	-10.2%	-5.4%	-4.0%	-6.0%	34.3%	-0.4%	10.9%
CCCSc1nnc(CSc2nc(C)cc(C)n2)n1C	2.7%	-5.8%	-15.1%	1.7%	-0.3%	5.0%	43.0%[activator]	-3.2%	1.0%
CCOC(=O)C(CSCC(=O)c1ccc(Cl)cc1Cl)NC(=O)OC(C)(C)C (configuration not stated)	-1.8%	?	?	-13.7%	-2.5%	-12.4%	12.4%	0.9%	-18.4%
COc1cc(S(=O)(=O)NCc2cccnc2)c(OC)cc1Br	34.8%	3.2%	-12.8%	1.0%	-2.6%	-2.5%	9.7%	-6.7%	-8.5%
CCOC(=O)c1sc2ccc(S(=O)(=O)N3CCOCC3)cc2c1N	-1.2%	-4.0%	-1.7%	0.2%	9.6%	-20.7%	-5.1%	-4.5%	-15.9%
CC(C)N1CCC(N2CCN(CC#Cc3ccccc3)CC2CCO)CC1 (configuration not stated)	-1.2%	nt	-3.4%	-1.0%	-6.6%	0.6%	100.1%[activator]	-6.4%	-0.8%
c1ccc(Nc2nc(-c3ccoc3)nc3ccccc23)cc1	nt	7.6%[0.501 µM]	nt	1.2%	nt	nt	nt	-2.0%	-19.5%[60.1 µM]
COc1ccccc1CCNC(=O)C(=O)NCC1OCCN1S(=O)(=O)c1ccc(Br)cc1 (configuration not stated)	1.5%	-1.4%[59 µM]	-1.9%	-6.4%	-1.7%	-21.4%	23.6%	-7.3%	2.3%
Nc1nc(SCc2ccc3c(c2)OCCO3)n[nH]1	44.4%	-9.5%[59 µM]	?	0.4%	?	-12.1%	4.3%	18.2%	-18.6%
COc1cc2cc(C)c(SCC(=O)N3CCOCC3)nc2cc1OC	7.8%	9.8%	-8.5%	-0.3%	-4.5%	-6.9%	-2.2%	1.7%	-4.8%
CC(C)Oc1cc(NC(=O)CS(=O)CC(=O)Nc2cccc(C(F)(F)F)c2)c(Cl)cc1Cl (configuration not stated)	8.4%	45.5%[12.7 µM]	?	-18.0%	-8.7%	-3.8%	-5.2%	?	-12.1%
CC1(c2ccccc2)NC(=O)N(CC(=O)Nc2nc(-c3ccccn3)cs2)C1=O (configuration not stated)	nt	-43.0%[2.33 µM]	nt	nt	50.1µM*	1.2%	23.7%	4.7%	-8.0%
Cc1ccccc1-c1noc(CCC(=O)NCC2CCCO2)n1 (configuration not stated)	2.2%	12.6µM*	-14.6%	-16.5%	6.6%	-12.5%	4.7%	2.6%	-3.9%
COc1ccccc1CN(C)C(=O)c1ccc(COc2ccccc2)cc1	0.3%	?	?	-10.2%	26.6%	-4.7%	-15.8%	29.0%	-3.6%
CC(C)c1ccc2[nH]c(O)c(N=NC(=O)c3ccc(CSc4nncn4C)cc3)c2c1	0.6%	5.8%[59 µM]	-3.8%	1.2%	4.4%	0.7%	7.4%	2.6%	-12.1%
O=C(Cc1cccs1)Nc1cccc(-c2nc3ccccc3[nH]2)c1	-1.5%	-2.9%[59 µM]	-12.1%	2.2%	7.9%	-11.7%	28.3%	-3.0%	-4.6%
COc1ccc(-n2cnc3ccccc3c2=O)c([N+](=O)[O-])c1	5.9%	-0.5%[59 µM]	-11.3%	0.1%	3.6%	-6.1%	14.8%	5.6%	-2.1%
O=[N+]([O-])c1ccccc1/C=C/C=N/n1c(-c2cc(-c3ccccc3)n[nH]2)n[nH]c1=S	10µM*	nt	0.8%	-19.9%	-32.3%	31.6µM*	?	12.8%	-16.2%
Cc1cc2c(cc3c(SCc4cccc(F)c4)nnc(C)n32)o1	4.7%	?	?	-1.0%	?	nt	10.7%	nt	-1.9%
Cc1cc2cc(CNC(=S)NC3CCCCC3)ccc2n1C	-0.1%	-2.0%	?	1.5%	nt	-9.0%	-9.1%	-3.2%	-17.1%
COc1cccc(CNC(=O)c2c(O)nc3ccccn3c2=O)c1	4.8%	?	3.0%	-3.5%	-0.3%	-5.0%	11.9%	nt	-3.9%
O=C(/C=C/c1ccc(Cl)cc1)N1CCN(c2ncccn2)CC1	-1.1%	-2.1%[59 µM]	-0.5%	-2.3%	6.6%	nt	nt	2.0%	nt
CC(CN1CCOCC1)OC(=O)C(c1ccccc1)c1ccccc1 (configuration not stated)	13.2%	13.8%[59 µM]	-2.5%	-7.2%	2.4%	-7.9%	-4.9%	-2.5%	5.7%
Cc1ccc(OCCn2c(CNc3cccc(C)c3)nc3ccccc32)cc1	14.6%	-45.3%[59 µM]	-18.3%	-6.6%	?	-16.8%	-6.2%	nt	-8.6%
COc1cccc(/C=C/C(=O)Nc2ccc(C(=O)Nc3cccc(S(N)(=O)=O)c3)cc2)c1OC	-8.7%	24.6%	-1.0%	-8.7%	-15.7%	-16.4%	38.0%[activator]	32.6%	1.7%
COc1ccc(C2C(C(=O)NCc3cccnc3)c3ccccc3C(=O)N2C)cc1OC (configuration not stated)	25.1%	?	-7.1%	-16.8%	-4.4%	-9.7%	37.2%[activator]	-5.6%	-5.4%
CCOc1ccccc1NC(=O)N1CCCC1C(=O)NCc1ccco1 (configuration not stated)	-0.5%	-38.1%	-7.6%	1.3%	-3.7%	-1.1%	15.6%	54.6%	-14.8%
O=C(OC1CCOC1=O)c1cc(-c2ccc(Br)cc2)nc2ccccc12 (configuration not stated)	-7.9%	-9.0%[12.7 µM]	-6.0%	-8.0%	0.2%	-4.6%	-2.0%	?	-12.5%
CCCc1cc(=O)[nH]c(SCc2cc(Cl)ccc2OC(F)F)n1	-10.8%	?	?	-11.0%	-4.7%[57.1 µM]	-16.9%	15.1%	10.3%	3.6%
NS(=O)(=O)c1ccc(NC(=O)/C=C/c2ccc3c(c2)OCO3)cc1	6.7%	2.4%	3.8%	-6.0%	-4.1%	-23.0%	-29.0%	-1.8%	-0.4%
O=C(NNC(=S)NC(=O)c1cccc([N+](=O)[O-])c1)c1ccc(Br)cc1	16.0%	44.7µM*	1.4%	-7.5%	-1.8%	1.3%	32.8%	4.5%	-15.7%
CC(NC(=O)c1ccc(Cn2c(SCc3ccccc3)nc3cccnc32)cc1)c1ccccc1 (configuration not stated)	-2.4%	-2.1%[59 µM]	5.2%	-2.2%	1.1%	6.2%	6.1%	nt	4.5%
O=C(CCl)N(Cc1ccccc1)c1ccccc1	9.5%	-33.2%	-9.5%	-3.0%	-10.7%	21.5%	-3.7%	-2.0%	9.1%
Cc1ccc(N=Nc2c(C)[nH]n(-c3ccccc3)c2=O)cc1Br	?	3.55µM*	-10.6%	-2.3%	12.6µM*	0.7%	?	18.0%	-6.6%
CCCCNC(=O)c1cc(-c2ccc(OC)cc2)on1	16.0%	?	-13.3%	-1.1%	2.6%	-11.8%	14.2%	24.7%	-5.5%

Only APE1 inh, POLK inh and G9a inh (four entries from above):
structure | APE1 inh | POLK inh | G9a inh
CCCc1cc(=O)[nH]c(SCc2cc(Cl)ccc2OC(F)F)n1 | 10.3% | 3.6% | ?
NS(=O)(=O)c1ccc(NC(=O)/C=C/c2ccc3c(c2)OCO3)cc1 | -1.8% | -0.4% | 2.4%
O=C(NNC(=S)NC(=O)c1cccc([N+](=O)[O-])c1)c1ccc(Br)cc1 | 4.5% | -15.7% | 44.7µM*
CC(NC(=O)c1ccc(Cn2c(SCc3ccccc3)nc3cccnc32)cc1)c1ccccc1 (configuration not stated) | nt | 4.5% | -2.1%[59 µM]

Bioassay records: PubChem BioAssay, National Center for Advancing Translational Sciences (NCATS)
